Compound activity deposited in PubChem BioAssay by several laboratories.
TRPC4 act – activators of mouse TRPC4 channel, primary screen, Fluo4 calcium, HEK293 TRPC4beta/mu-opioid cells; B-score at 10 µM; Short transient receptor potential channel 4 (Mus musculus), Q9QUQ5; actives 0.49% (n = 310,000); Fluo4 calcium fluorescence; hits give high values; AID 2237, 2010;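 active means B-score above 5 SD of library B-scores, and initial fluorescence ratio not above library mean plus 5 SD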;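 further: positive B-score marks a calcium rise read as TRPC4 activation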
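Assay system: HEK293 cells stably co-expressing mouse TRPC4beta and mu-opioid receptor / Timing: Fluo4 dye loading 45 min at room temperature, 110 s recording / Signal: Fluo4 calcium-sensitive dye fluorescence, kinetic, 1 Hz baseline / Read-out: integrated baseline-normalised fluorescence ratio, converted to per-well B score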
TRPC6 activator – mouse TRPC6 channel activators, primary screen, cell-based, HEK293, membrane potential dye; Short transient receptor potential channel 6 (Mus musculus), Q61143; HEK293-TRPC6 membrane potential dye fluorescence; hits give high values; B-score at 10 µM; actives 0.13% (n = 310,000);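 active means B-score of the integrated fluorescence ratio above library mean plus 3 SD, and starting fluorescence ratio within library mean plus 5 SD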;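 further: higher score means more depolarization so channel activation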
Target sequence (Q61143 whole entry, looked up): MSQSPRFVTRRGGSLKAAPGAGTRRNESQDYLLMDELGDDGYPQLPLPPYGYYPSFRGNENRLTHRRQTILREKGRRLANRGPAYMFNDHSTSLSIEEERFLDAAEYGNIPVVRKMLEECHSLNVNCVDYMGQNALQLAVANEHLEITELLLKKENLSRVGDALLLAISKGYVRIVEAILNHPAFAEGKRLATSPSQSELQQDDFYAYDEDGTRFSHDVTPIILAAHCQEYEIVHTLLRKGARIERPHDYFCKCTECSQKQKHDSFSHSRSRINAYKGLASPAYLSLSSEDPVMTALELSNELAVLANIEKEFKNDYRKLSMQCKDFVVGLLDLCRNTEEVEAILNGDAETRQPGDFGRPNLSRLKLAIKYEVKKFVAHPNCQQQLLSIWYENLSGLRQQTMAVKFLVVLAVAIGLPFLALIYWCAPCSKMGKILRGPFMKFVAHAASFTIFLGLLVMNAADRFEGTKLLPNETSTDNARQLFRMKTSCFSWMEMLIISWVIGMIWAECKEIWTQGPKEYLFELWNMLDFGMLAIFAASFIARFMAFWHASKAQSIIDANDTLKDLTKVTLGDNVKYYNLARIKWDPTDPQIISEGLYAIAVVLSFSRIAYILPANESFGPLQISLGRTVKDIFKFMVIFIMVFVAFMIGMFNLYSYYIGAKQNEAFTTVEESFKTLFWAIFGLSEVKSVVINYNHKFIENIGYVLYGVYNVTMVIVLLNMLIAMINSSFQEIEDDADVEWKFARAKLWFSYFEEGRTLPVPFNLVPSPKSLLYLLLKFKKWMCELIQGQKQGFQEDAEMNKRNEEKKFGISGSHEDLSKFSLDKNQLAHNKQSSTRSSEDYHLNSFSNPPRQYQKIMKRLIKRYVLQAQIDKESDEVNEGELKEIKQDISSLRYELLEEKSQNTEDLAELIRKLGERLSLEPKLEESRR
IEC-6 cytotox – cytotoxicity in IEC-6 intestinal epithelial cells, primary screen, cytotoxicity control for KLF5 inhibitor project, cell-based, luminescence. IEC-6 cytotoxicity, luminescence viability. inhibition, % at 5 µM. actives 0.78% (n = 290,000). AID 1825, 2009; in the data active means inhibition above about 22%;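 further: 0% = plate median of test compound wells and 100% = cytotoxic reference compound wells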
TRPC6 inh – mouse TRPC6 channel inhibitors, primary screen, cell-based, HEK293, membrane potential dye. B-score at 10 µM. ACh-evoked depolarization; hits give low values. Short transient receptor potential channel 6 (Mus musculus), Q61143. actives 1.1% (n = 310,000);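 active means B-score under library mean minus 3 SD, initial fluorescence not abnormally high, positive integrated signal ratio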;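 further: B-score derived from integrated fluorescence ratio over the kinetic read; more negative B-score means stronger inhibition of depolarization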
aSyn UTR inh – MLPCN primary screen, SNCA 5' untranslated region; alpha-synuclein 5'UTR reporter, inhibitor activity; inhibition, % (tested at 7.5 µM); actives 0.82% (n = 300,000); in the data active means inhibition above about 60%;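 further: H4 neuroglioblastoma cells stably carrying SNCA 5'UTR luciferase fusion; 0% = DMSO wells and 100% = positive control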
HIF activator – HIF pathway transcriptional activators, primary screen, cell-based, U2OS HRE-luciferase, luminescence; U2OS HRE-luciferase reporter; normalized: DMSO 0%, desferrioxamine 100%; activation, % at 7.5 µM (by protocol); actives 0.32% (n = 300,000);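 active means mean activation of at least 10% of the iron chelator positive control signal, with at least half of replicates also reaching 10%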
TRPC4 PAM – positive allosteric modulators of TRPC4, primary screen, cell-based, mouse TRPC4beta, HEK293 mu-opioid, Fluo-4 calcium; Short transient receptor potential channel 4 (Mus musculus), Q9QUQ5; DAMGO EC20, Fluo-4 Ca2+ flux; hits give high values; B-score at 10 µM; AID 2227, 2009; actives 0.42% (n = 310,000);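 active means B-score of calcium response area above 5 SD of library B-scores, with initial fluorescence ratio within 5 SD of library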;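 further: B-score of integrated fluorescence ratio over time as area under calcium response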
TRPC4 inh – inhibitors of mouse TRPC4 channel, primary screen, Fluo4 calcium, HEK293 TRPC4beta/mu-opioid cells. AID 2247, 2010. DAMGO-evoked Fluo4 calcium flux; hits give low values. actives 0.39% (n = 300,000). B-score at 10 µM;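 active means B-score over 3 SD under the library average, no early fluorescence shift, positive overall ratio signal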
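Assay system: TRPC4beta/mu-opioid receptor HEK293 cell line; compound dosing: single concentration per test compound; detection: Fluo4 Ca2+ flux fluorescence; evaluation: per-well B score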
MrgX1 antag – antagonists of human MrgX1 receptor, primary screen, HEK293 cells, Fluo-4 calcium flux; actives 1.3% (n = 310,000); AID 588676, 2011; BAM8-22 antagonism; hits give low values; B-score at 10 µM; Mas-related G-protein coupled receptor member X1 (Homo sapiens), Q96LB2;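 active means calcium-response B-score plate-corrected more than 3 library SD below zero, starting fluorescence within 5 deviations, no agonist response on first addition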;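 further: peak minus trough fluorescence over baseline after final BAM8-22 challenge near maximal dose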
KLF5 inh – KLF5 expression inhibitors, primary screen, DLD-1 cells, luminescence. DLD-1 KLF5 promoter-luciferase reporter. inhibition, % at 5 µM. actives 0.23% (n = 290,000). AID 1700, 2009;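 active means inhibition above a per-plate limit of that plate's mean compound inhibition plus 3 SD, cut at about 60% in these data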;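 further: 0% = DMSO wells and 100% = LY294002 at 200 µM; higher means less KLF5 promoter-driven luciferase light; inactives centre near -14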
SKKanGAS inh – S. pyogenes SKKanGAS growth inhibitors in kanamycin, primary screen, streptokinase expression inhibitor project, SKKanGAS strain, BacTiter-Glo luminescence; 6 h; AID 1662, 2009; actives 1.3% (n = 300,000); inhibition, % at 7.5 µM;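 active means mean replicate score, as percent of positive control median, at least 50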;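 further: strain carries kanamycin resistance gene driven by streptokinase promoter and grows in 40 µg/ml kanamycin; loss of luminescence reflects streptokinase promoter inhibition or plain growth inhibition; 0% = median of DMSO wells and 100% = positive control at its reference dose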
* hit, by the source's call; i = inactive; / = not tested or not shown.

SMILES | TRPC4 act | TRPC6 activator | IEC-6 cytotox | TRPC6 inh | aSyn UTR inh | HIF activator | TRPC4 PAM | TRPC4 inh | MrgX1 antag | KLF5 inh | SKKanGAS inh
COCCN(C(=O)CCC(=O)Nc1cc(C)on1)C(C(=O)NC1CCCC1)c1ccc(C)cc1 (stereo unspecified) | i | i | 12 | i | -8 | -0.3 | i | i | i | -13 | -1
CC(=O)C1=C(O)C(=O)N(CCCn2ccnc2)C1c1ccc(Cl)cc1 (stereo unspecified) | i | i | 0 | i | -6 | 0.3 | i | i | i | -15 | 7
COc1ccc(C2CC(=O)C3=C(C2)Nc2ccccc2N(C(C)=O)C3c2ccco2)cc1 (stereo unspecified) | i | i | -3 | i | 8 | -0.2 | i | i | i | 12 | -7
O=C(COC(=O)c1cc(-c2cccs2)nc2ccccc12)NC1CCS(=O)(=O)C1 (stereo unspecified) | i | i | 2 | i | -1 | 0.4 | i | i | i | 10 | -9
N#Cc1c(-c2ccncc2)c2c([nH]c1=O)-c1ccccc1OC2 | i | i | -5 | i | 8 | 0.0 | i | i | i | 4 | -9
O=C(Cn1cnc2c(nnn2Cc2ccc(F)cc2)c1=O)NCc1ccco1 | i | i | 7 | i | 1 | -0.1 | i | i | i | 3 | -24
CC(NCC(O)c1ccc([N+](=O)[O-])cc1)C12CC3CC(CC(C3)C1)C2 (stereo unspecified) | i | i | 1 | i | -5 | 0.2 | i | i | i | -15 | 3
O=C(CN1C(=O)C2CCc3[nH]c4ccccc4c3C2C1=O)N1CCCC1 (stereo unspecified) | i | i | 1 | i | 11 | -0.2 | i | i | / | -16 | -2
COCCNc1ncnc2c1nc1n2CCCC1 | i | i | 2 | i | -8 | -0.1 | i | i | i | -10 | -1
Cc1noc(C)c1C(=O)Nc1ccc(C#N)cc1 | i | i | -3 | i | 5 | 0.0 | i | i | i | -34 | 0
CCNC(=O)CC1SC(=Nc2ccccc2C)N(C)C1=O (stereo unspecified) | i | i | 2 | i | 6 | 0.0 | i | i | i | -18 | -4
COc1cc(C=O)ccc1OCCOc1ccccc1[N+](=O)[O-] | i | i | -7 | i | -103 | 1.5 | i | i | i | -33 | 6
CC(=O)Nc1ccc(NC(=O)COc2ccc(Br)cc2C)cc1 | i | i | -2 | i | -3 | 0.9 | i | i | i | -27 | -8
CCOc1cc(N2CCOCC2)c(OCC)cc1NC(=O)c1nc2nc(C)cc(C)n2n1 | i | i | / | i | 10 | 0.1 | i | i | i | / | 8
COc1ccc(OC)c2[nH]c(=O)c(CCNS(=O)(=O)c3ccc(Cl)cc3)cc12 | i | i | 2 | i | -13 | 0.1 | i | i | i | -15 | -3

Three compounds from above with just IEC-6 cytotox and TRPC6 inh:
| mol | IEC-6 cytotox | TRPC6 inh |
| --- | --- | --- |
| O=C(CN1C(=O)C2CCc3[nH]c4ccccc4c3C2C1=O)N1CCCC1 (stereo unspecified) | 1 | i |
| COCCNc1ncnc2c1nc1n2CCCC1 | 2 | i |
| Cc1noc(C)c1C(=O)Nc1ccc(C#N)cc1 | -3 | i |

Continued.
SMILES | TRPC4 act | TRPC6 activator | IEC-6 cytotox | TRPC6 inh | aSyn UTR inh | HIF activator | TRPC4 PAM | TRPC4 inh | MrgX1 antag | KLF5 inh | SKKanGAS inh
CCc1nc(NC(=O)Cc2csc(C)n2)sc1C(=O)OC | i | i | -2 | i | -4 | -0.2 | i | i | i | 9 | 7
CCC(=O)OCCCCCCOc1ccc(C(=O)O)cc1 | i | i | 5 | i | -8 | -1.4 | i | i | i | -22 | 1
O=C1/C(=C/c2cccnc2)N=C2CCCCCN12 | i | i | 1 | i | 7 | 0.0 | i | i | i | -1 | -5
N#Cc1ccc(COc2cccc3cccnc23)cc1 | i | i | 1 | i | -26 | 0.1 | i | i | i | -14 | 5
CCCCCCOc1ccc(/C(C)=N/NC2=NCCN2)cc1[N+](=O)[O-] | i | i | -1 | i | 43 | 0.6 | i | i | i | -123 | 7
CCCc1nc2c(C)ccc(C)c2c(N)c1CC | i | i | 10 | i | -26 | 0.0 | i | i | i | -22 | -5
COc1cc2c(cc1NC(=O)CN1CCN(S(=O)(=O)c3ccc(F)cc3)CC1)oc1ccccc12 | i | i | -2 | i | -4 | 0.1 | i | i | i | -39 | 4
CCOc1ccc(NCc2nc3ccccc3n2CCOc2ccccc2)cc1 | i | i | 0 | i | -67 | 0.4 | i | i | i | -33 | 4
CC(C)(C)c1ccc(C2=NC(=O)C(CC(=O)O)S2)cc1 (stereo unspecified) | i | i | -6 | i | 3 | -0.1 | i | i | i | -31 | 6
CCS(=O)(=O)N1CCN(c2cc3c(cc2[N+](=O)[O-])n(C)c(=O)n3C)CC1 | i | i | -2 | i | 16 | -0.1 | i | i | i | -24 | -3
O=C(Nc1nnc(-c2ccccc2)o1)c1nc2ccccc2s1 | i | i | / | i | -37 | 0.2 | i | i | i | / | 92*
COc1ccccc1C(=O)Nc1cc2cc(Cl)ccc2oc1=O | i | i | 6 | i | -123 | 3.6 | i | i | i | -10 | -16
COc1ccc2cc(CN(CC3CCCO3)S(=O)(=O)c3ccccc3Cl)c(=O)[nH]c2c1 (stereo unspecified) | i | i | 1 | i | 7 | -0.5 | i | i | i | -7 | -1
CCCCN(CC)Cc1c(O)ccc2c(-c3ccccc3)cc(=O)oc12 | i | i | 3 | i | 25 | 0.3 | i | i | i | -2 | 8
CC(=O)c1ccccc1OC(=O)COc1ccc([N+](=O)[O-])cc1 | i | i | 2 | i | 5 | -2.2 | i | i | i | -1 | -6
COc1ccc(NC(=S)N/N=C/c2cccn2Cc2ccc(F)cc2Cl)cc1 | i | i | 2 | i | / | / | i | i | i | -16 | /
Cc1cc(Nc2cccc([N+](=O)[O-])c2)c2cccc(C)c2n1 | i | i | 2 | -6.8* | 13 | 0.0 | i | i | i | 3 | -12
CC(=O)Nc1ccc(NC(=O)COc2ccc(S(=O)(=O)N3CCCC3)cc2C)cc1 | i | i | 4 | i | -8 | 0.0 | i | i | i | 8 | 0
Clc1ccc2ncc(-c3nnnn3-c3ccccc3)c(-c3ccccc3)c2c1 | i | i | 1 | i | 21 | 2.0 | i | i | i | -31 | 2
Cc1ccc(-n2ncc3c(=O)n(CC(=O)N(C)C)cnc32)cc1 | i | i | 0 | i | -18 | 1.4 | i | i | i | -22 | -2
Cc1ccc(CCNS(=O)(=O)c2ccc3c(c2)C(C)(C)C(=O)N3C)cc1 | i | i | -2 | i | -10 | 0.0 | i | i | i | -24 | -14
O=C(/C=C/c1ccc(Br)cc1)N1CCN(Cc2ccccc2)CC1 | i | i | / | i | 1 | 0.1 | i | i | i | / | 2
COc1ccc(NC(=O)CN(c2ccc([N+](=O)[O-])cc2)S(=O)(=O)c2ccccc2)cc1 | i | i | -8 | i | 21 | 3.4 | i | i | i | -3 | 5
Cn1nnnc1SCCNCc1ccccc1OCc1ccccc1Cl | i | i | 13 | -5.5* | 1 | -0.1 | i | i | i | 7 | -6
O=C(COc1ncnc2ccccc12)Nc1ccccc1[N+](=O)[O-] | i | i | 6 | i | -10 | -0.3 | i | i | i | -37 | -2
Cc1nn(C)cc1CNC(=O)CCC(=O)O | i | i | -2 | i | 4 | 0.0 | i | i | i | -3 | -1
O=C(Nc1ccc(Cl)cc1)c1cccs1 | i | i | 0 | i | -146 | 2.2 | i | i | i | -144 | 3
NC(=O)c1oc2ccccc2c1NC(=O)C1COc2ccccc2O1 (stereo unspecified) | i | i | 2 | i | -86 | 2.8 | i | i | i | 8 | -2
COc1ccc2nc(C)c(C(N)=O)cc2c1 | i | i | -6 | i | 8 | 0.3 | i | i | i | -46 | 1
O=C(Nc1ccsc1C(=O)O)c1cccc(C(F)(F)F)c1 | i | i | -7 | i | -38 | -16 | i | i | i | -85 | 6
Cc1ccc(Cn2c(=O)n(Cc3ccco3)c(=O)c3ccccc32)cc1 | i | i | -6 | i | 34 | -0.3 | i | i | i | -17 | 55*
CCCN(CC(=O)Nc1ccc(F)c(F)c1F)CC(=O)Nc1c(Cl)cccc1Cl | i | i | 59* | i | 15 | -1.2 | i | i | i | -3 | 16
CC1=C(C)CC(C(=O)Nc2nc(-c3ccc(C)cc3C)c(C)s2)C(C(=O)O)C1 (stereo unspecified) | i | i | 9 | i | -2 | 0.5 | i | i | i | -22 | 31
COc1ccc(C(=O)NCCc2cc3c(OC)ccc(OC)c3[nH]c2=O)cc1OC | i | i | 16 | i | 7 | -0.4 | i | i | i | 0 | -2
CC(=O)Nc1ccc(S(=O)(=O)N2CCN(Cc3csc(C)n3)CC2)cc1 | i | i | -13 | i | 6 | -0.3 | i | i | i | -18 | 15
CCN(CC)C1CCN(C(=O)CCc2nnc(CCc3ccccc3)o2)C1 (stereo unspecified) | i | i | 0 | i | -14 | 0.1 | i | i | i | -37 | 1
Cc1noc(C)c1S(=O)(=O)Nc1ccccc1Cl | i | i | 2 | i | 24 | -0.6 | i | i | i | -9 | -3
COc1ccc(C(=O)c2ccccc2)cc1Br | i | i | 4 | i | 6 | 0.0 | i | i | i | 18 | 7
CCCOc1ccccc1Nc1nnc(C)c(=O)[nH]1 | i | i | -1 | i | 7 | 0.2 | i | i | i | -33 | 0
CC(C)(C)NC(=O)N1CCCC(C(=O)c2cccc(Cl)c2)C1 (stereo unspecified) | i | i | 2 | i | 17 | 0.4 | i | i | i | -17 | -8
